# Screens (PubChem)
# mcGAS inh = inhibitors of mouse cGAS; Q8C6L5; recombinant cGAS, Kinase-Glo ATP depletion luminescence; inhibition, % at 12.5 µM; 160,000 compounds, 0.15% hits; AID 1259399;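 also: 0% = negative control wells and 100% = reference inhibitor with no enzyme activity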
# hcGAS lum = blocks human cGAS activity | 290,000 compounds, 0.081% hits | Q8N884 | inhibition, % at 12.5 µM | recombinant h-cGAS, ATP depletion, Kinase-Glo luminescence;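 also: 0% = vehicle reaction and 100% = reaction without DNA for no activity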
# Target sequence (Q8N884 whole entry, looked up): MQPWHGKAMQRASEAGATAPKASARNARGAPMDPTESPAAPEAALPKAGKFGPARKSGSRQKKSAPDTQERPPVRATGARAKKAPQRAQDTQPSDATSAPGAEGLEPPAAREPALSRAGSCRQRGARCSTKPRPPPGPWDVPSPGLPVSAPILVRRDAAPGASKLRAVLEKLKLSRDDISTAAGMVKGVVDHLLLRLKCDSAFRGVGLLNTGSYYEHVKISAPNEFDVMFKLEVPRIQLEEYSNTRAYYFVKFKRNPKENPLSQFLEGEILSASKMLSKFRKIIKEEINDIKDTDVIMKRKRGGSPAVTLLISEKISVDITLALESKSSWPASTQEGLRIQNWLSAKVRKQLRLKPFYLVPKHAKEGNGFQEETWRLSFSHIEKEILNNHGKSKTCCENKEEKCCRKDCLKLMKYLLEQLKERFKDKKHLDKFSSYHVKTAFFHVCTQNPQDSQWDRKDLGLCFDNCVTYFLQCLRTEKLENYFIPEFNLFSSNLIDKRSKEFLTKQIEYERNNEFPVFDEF
# NPYLR7 ag = mosquito NPYLR7 agonism; 270,000 compounds, 0.15% hits; activation, % at 10 µM; HEK293T NPYLR7/Galpha15, GCaMP6s calcium fluorescence; in the data active = activation above about 40%;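 also: 0% = vehicle and 100% = reference agonist at the receptor; some compounds past the cut are filed as inactive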
# * marks the source's active call; other numbers are inactive results; . = not tested or not shown; & = joins results of further samples. Rule as the data show it, unless noted: active = inhibition above about 40%; inactive = the rest. Outcome played no part in choosing rows, and some 0.29% of all compounds hit somewhere here.
structure	mcGAS inh	hcGAS lum	NPYLR7 ag
O=c1[nH]cnc2ccc(I)cc12	0	-6	-4
CC(NC(=O)N(C)C(C)C1CC1)c1ccc2ccccc2c1 (stereo not drawn)	.	-4	2
CCCNC(=O)C1(C)CCN(Cc2ccc(C(=O)OCC)cc2)C1 (stereo not drawn)	.	4	-1
O=C(NCCn1nc(-c2ccco2)ccc1=O)c1cccc(C(F)(F)F)c1	-5	2	7
Clc1ccc(-c2cnc(-c3ccncc3)o2)cc1	-5	1	9
O=C(NCCSc1c(-c2ccc(F)cc2)[nH]c2ccccc12)c1ccc(N2C(=O)CCC2=O)cc1	-6	-3	2
COc1cccc(CO[C@]2(C(=O)NCC(C)C)CC(OCc3ccc(F)cc3)[C@H](O)[C@H](O)C2)c1 (stereo partly drawn)	-3	-1	4
CCC(=O)O[C@]1(C(=O)CCl)[C@@H](C)CC2C3CCC4=CC(=O)C=C[C@]4(C)[C@@]3(F)[C@@H](O)C[C@@]21C (stereo partly drawn)	.	1	-16
Cc1cccn2c(=O)nc(SCC(=O)NCC3CCCO3)nc12 (stereo not drawn)	.	-11	3
CCOC(=O)C1=C(C)NC2=C(C(=O)CCC2)C1c1ccc(C(=O)OC)cc1 (stereo not drawn)	.	-8	3
O=C(c1cn(-c2ccccc2)nn1)N1CCN(c2cnccn2)CC1	.	-7	-4
COc1cccc(NC(=O)N2CC(=O)N3CCc4cc(F)ccc4C3C2)c1 (stereo not drawn)	-5	-9	26
CN(C)C1(CNC(=O)C23CC4CC(CC(Cl)(C4)C2)C3)CCCCC1	.	2	-3
O=C(CN1C(=O)CCC1=O)Nc1nnc(C2=COCCO2)o1	-2	2	3
COC(=O)CNC(=O)c1cccc(OC2CCN(C(=O)C3CC3)CC2)c1	.	-3	2
Cc1ccc(F)cc1NC(=O)CN(C)C(=O)c1ccco1	.	-9	0
Cc1ccc(NC(=O)Cn2cnc3ccsc3c2=O)cc1I	.	-4	3
COCCOC1CCCN(C(=O)c2ccccc2C)C1 (stereo not drawn)	.	-1	-3
COc1cccc(CC(=O)N2CCOC(COCc3ccccc3F)C2)c1 (stereo not drawn)	-7	-5	-7
Cc1c(C2CC(=O)Nc3c2c(-c2cccnc2)nn3C)oc2ccccc12 (stereo not drawn)	-16	3	5
O=C(O)c1c[nH]c2cc(C(F)(F)F)ccc2c1=O	-3	-5	0
COC(=O)c1ccc(N2C(=O)CC(NCc3ccc4c(c3)OCO4)C2=O)cc1 (stereo not drawn)	-6	-7	1
Cc1ccc(C(=O)NCCc2nc(C(C)(C)C)cs2)cn1	.	-7	-2
CC(OC(=O)CC(C)(O)C(F)(F)F)C(=O)N1CCOCC1 (stereo not drawn)	.	-6	5
O=C(NNc1ccccc1)c1ccncc1	-2	0	-11
CSc1ccc(C(=O)CC(C)(C)C(=O)NCc2ccc3c(c2)OCO3)cc1	-5	-1	-5
CCCCNc1n[nH]c(=S)s1	-5	-5	4
CN(Cc1cnn(C)c1)C(=O)c1cn(C(c2ccccc2)c2ccccc2)nn1	.	22	-6
O=C(COC(=O)c1cc(Br)ccc1O)c1ccc(Oc2ccc([N+](=O)[O-])cc2)cc1	-6	-11	-3
CC(C)n1nc(C(=O)NN2CCOCC2)c2ccccc2c1=O	.	-4	-1
CS(=O)(=O)N1CCC(C(=O)OCc2cc(-c3ccccc3F)on2)CC1	.	-5	0
CC(O)C(C)SCc1csc(-c2ccccn2)n1 (stereo not drawn)	-9	-12	9
COC(=O)c1c(NC(=O)CSc2nnnn2-c2ccccc2)sc2c1CCCCC2	-7	-6	-4
Cc1cnn(-c2ccccc2)c1NC(=O)C1CC2CCC1O2 (stereo not drawn)	.	3&0	-25&1
Cc1c(C(=O)NCc2ccc(C(F)(F)F)cc2)sc(=O)n1Cc1cccc(F)c1	.	2	-7
N#Cc1cccc(CN2CCN3C(C(=O)NC4CCc5ccccc54)=COC3=NC2=O)c1 (stereo not drawn)	.	-12	-2
O=C(Nc1cccc2ccccc12)Nc1c[nH]c2ccccc12	-6	-3	0
CC(NC(=O)c1ccc(N2CCC(N(C)Cc3ccco3)CC2)cc1)c1ccccc1 (stereo not drawn)	-11	-8	18
C=CCn1c(SCc2cc(=O)n3ccsc3n2)nc2sc(C)c(C)c2c1=O	.	-4	2
CC(C)c1nc(C(N)=O)c2[nH]c(=O)n(-c3ccc(Cl)c(Cl)c3)c2n1	.	-2	3
CCN(CC)/C(=N/OC(=O)c1ccc(C)cc1)c1nonc1N	-6	-2	-13
O=C(CCN1CCC(C(O)c2cccs2)CC1)NCc1cccs1 (stereo not drawn)	-10	-5	1
O=C(c1ccc[nH]1)N1CCc2ccc(S(=O)(=O)N3CCCC3)cc21	.	-8	6
CCCCC(CC)C(=O)N(CC(=O)N(Cc1ccccc1)Cc1cccn1Cc1ccccc1C)C1CC1 (stereo not drawn)	-4	-3	.
Cc1ccc(-n2c(C)cc3c2CCC(C=O)=C3Cl)cc1	.	-6	3
O=C(O)c1c(NC(=O)C2CCCCC2)sc2c1CCC2	.	-4	-1
Cc1ccc(CNC(=O)CCc2nnc(C(C)C)o2)cc1F	-15	-5	2
O=C(c1cccs1)N1CCN(c2cc(Oc3cccc(F)c3)ncn2)CC1	-8	-3	.
O=C(C=Cc1ccc(N2CCCC2=O)cc1)Nc1ccccc1	.	-6	-6
O=C1CCCc2occ(C(=O)N3CCc4[nH]nc(Cc5ccccc5)c4C3)c21	.	-10	2

# Record cards, from the list above. Screens in order: mcGAS inh	hcGAS lum	NPYLR7 ag
# Profile of `CN(Cc1cnn(C)c1)C(=O)c1cn(C(c2ccccc2)c2ccccc2)nn1` : .	22	-6
# Profile of `N#Cc1cccc(CN2CCN3C(C(=O)NC4CCc5ccccc54)=COC3=NC2=O)c1` (stereo not drawn) : .	-12	-2

# Remaining list, next part:
structure	mcGAS inh	hcGAS lum	NPYLR7 ag
Cc1ncsc1CCN(C)C(=O)c1cn(CCC2CCCCC2)nn1	-10	-3	.
CCC(CNC(=O)c1ccn(C)c(=O)c1)Oc1cccc(C)c1 (stereo not drawn)	.	-4	-4
COc1cccc(-c2cc(-c3ccc(C(=O)NCCCN(C)c4ccccc4)cc3)[nH]n2)c1	26	-4	-2
COc1ccc(CCc2nc(C)cc(CN(C)C)c2O)cc1OC	-6	1	-7
O=C(NCCc1cccs1)c1ccc(-c2cc(-c3ccccc3)n[nH]2)cc1	-7	-6	-1
Cc1cccc(C2N(c3nccs3)C(=O)C3CCCN32)c1 (stereo not drawn)	-8	-7	4
Cc1ccc(Cl)cc1Nc1nc(N)c(C#N)c(CC#N)c1C#N	.	-4	0
Cc1cc(F)ccc1CN(Cc1cccnc1)C1CCN(C)CC1	.	-2	-1
COc1cccc(-n2nnc3c(=O)n(CC(=O)c4ccccc4)cnc32)c1	.	-6	7
Cc1csc2nc(CSc3n[nH]c(-c4ccc(Cl)cc4)n3)cc(=O)n12	.	-15	1
CC(NC(=O)c1cccnc1N1CCCCC1)c1ccc(C#N)cc1 (stereo not drawn)	-7	-8	-4
Cc1ccc(F)c(-c2cnc(N)cn2)c1	1	-2	-9
Cc1ccc(CN2CCN(C3CCN(c4ccc5c(c4)OCO5)CC3)CC2CCO)o1 (stereo not drawn)	.	-1	3
O=C1Nc2cc(Cl)ccc2C1=Cc1cc(Br)ccc1F	.	-4	4
COc1ccc(CN(C)C(=O)CCn2[nH]c(=O)ccc2=O)cc1F	.	-9	0
C=CCCC(O)CN(Cc1cccn1Cc1ccc(C(C)(C)C)cc1)C1CCCCC1 (stereo not drawn)	-7	-5	.
CCOc1ccccc1CNc1[nH]c(=O)n(C)c(=O)c1[N+](=O)[O-]	.	1	8
O=C(Cc1cc(-c2ccc(F)cc2F)on1)NCCC1=CCCCC1	-7	-5	4
O=c1c2c(-c3ccc(Cl)cc3)csc2ncn1Cc1cc(=O)n2cc(Cl)ccc2n1	.	-1	-1
O=C(Nc1nc2c(s1)CCc1ccccc1-2)c1ccc(Br)cc1	-5	-7	-4
COCC1CCN(c2nncc(-c3ccc(OC)c(F)c3)n2)C1 (stereo not drawn)	-5	-9	-7
COc1ccc(-c2ccc(CNC(C)=O)cn2)c(C)c1	-12	-5	6
Cc1ccc(NC(=O)N2CC(=O)N3CCc4cc(F)ccc4C3C2)c(C)c1 (stereo not drawn)	-8	-11	19
CC1CCN(C(c2cccc(F)c2)C2Sc3ncnn3C2=O)CC1 (stereo not drawn)	-7	-2	1
O=S(=O)(NCc1ccc(N2CCOCC2)nc1)c1cc(Cl)cc(Cl)c1	.	15	-2
CCOCCCN(CC(=O)N1CCc2sccc2C1c1ccc(Cl)cc1)C(=O)c1cc(OC)cc(OC)c1 (stereo not drawn)	2	3	-9
CCCNC(=O)C1(C)CCN(Cc2ccc(OC)c3ccccc23)C1 (stereo not drawn)	.	-7	1
COc1ccc(NC(=S)NCCN(C)C)cn1	-5	-5	23
CN(Cc1cc(-c2ccccc2)on1)C(=O)c1ccc(-n2cnnc2)cc1	4	5	-3
COc1ccc(-n2c(SCC(=O)N3CCN(C(=O)c4cccc(Br)c4)C(C)C3)nnc2-c2ccc(C)cc2)cc1 (stereo not drawn)	-1	6	8
O=S(=O)(O)CCS	-8	-3&1&-5&-8	-7&7&-14
COc1ncc(C(=O)N2CCC3(CC2)C(=O)Nc2ccccc23)cn1	-15	-1	8
CC1CCCCC1NC(N)=O (stereo not drawn)	.	-7	-7
Cc1cc(C(=O)N2CCC2(C)C(=O)Nc2cccc3ccccc23)nn1C (stereo not drawn)	-3	-2	-2
CCN1CCN(C2=C(c3c(-c4ccccc4)[nH]n(C)c3=O)C(=O)N(c3cc(C)ccc3OC)C2=O)CC1	-6	-10	19
O=C1C=CC(=NC(=NS(=O)(=O)c2ccccc2)c2ccccc2)C=C1Cl	-3	-4	-2
COCc1nn2c(nnc3c(=O)n(CCc4c[nH]c5ccccc45)ccc32)c1-c1ccccc1	.	-8	8
COc1cc(OC)c(C(=O)Oc2cc(C)ccc2C(C)C)cc1OC	.	6	-7
CN(C)c1nc2c(c(-c3ccccc3CO)n1)CCCC2	.	-6	9
CCCCC(=O)N(Cc1ccco1)Cc1nc2cc(Cl)ccc2o1	-6	-6	0
Cc1cc2c(cc1CN1CCC(CNC(=O)C3CNC3)C1)OCCO2 (stereo not drawn)	-10	-4	.
COc1cccc2cc(C(=O)NCC(c3ccco3)N3CCOCC3)oc12 (stereo not drawn)	.	-10	-1
COc1cccc(-n2nc(C(=O)Nc3cccc(F)c3)c(=O)n(Cc3ccccc3Cl)c2=O)c1	-6	-11	16
CC(C(=O)N1CC(=O)Nc2ccccc21)N1CCN(CC(=O)N2CCCCCC2)CC1 (stereo not drawn)	.	1	3
CC1(C)C2(Cl)C(Cl)C(Cl)C(Cl)(C(Cl)Cl)C1(Cl)C2Cl (stereo not drawn)	.	-3	-4
COc1ccccc1CN1CCCn2cccc2C1c1ccccc1F (stereo not drawn)	-6	-4	5
Cc1ccc(OS(=O)(=O)c2cccc(C(F)(F)F)c2)c(-c2nc3cc(C)ccc3o2)c1	-4	-7	11
CCOC(=O)CSc1nc2cc(S(=O)(=O)N(CC)CC)ccc2n1C(C)C	-6	-5	-10
COc1ccc(C(CNC(=O)/C=C/c2c(Cl)nc3ccccn23)N(C)C)cc1 (stereo not drawn)	.	-8	3
CCCCCn1cc(C2CCN(C(=O)c3ccccc3OCC)CC2)c2ccccc21	-4	-4	-2

# Next compounds:
structure	mcGAS inh	hcGAS lum	NPYLR7 ag
COc1ccc(S(=O)(=O)N2CCC(C(NC(=O)c3ccccc3C)C(=O)N3CCCC3)CC2)cc1 (stereo not drawn)	8	-4	19
CC(=O)Nc1ccc(OC(C)C(=O)N(C)c2ccccc2)cc1 (stereo not drawn)	.	-8	1
COC(=O)C(c1ccccc1F)C1C=CC(NC(=O)c2ccco2)C1 (stereo not drawn)	-3	-3	21
CN(Cc1cccc(-n2cccn2)c1)Cc1cnc[nH]1	-8	-3	-1
Cc1c(C(=O)NCc2cccs2)c(C(F)(F)F)nn1C1CCCN(C)C1 (stereo not drawn)	.	-6	11
Cc1ccc(CSCCOc2ccc(C#N)cc2)cc1	-17	-7	19
O=C(CNC(=O)c1ccc(Br)o1)NNC(=O)C12CC3CC(CC(C3)C1)C2	-9	-10	-4
CS(=O)(=O)N1CCC(Oc2ccccc2C(=O)NC2CCOC2)CC1 (stereo not drawn)	.	-8	7
Cc1oc2nc[nH]c(=O)c2c1C(=O)N1CCC(Cc2ccccc2)CC1	.	-2	-16
O=C(CSc1nnc2ccc(-c3ccccc3)nn12)N1CCN(c2ccccc2)CC1	-7	-4	-12

# In another format: entries from further up.
CC(=O)Nc1ccc(OC(C)C(=O)N(C)c2ccccc2)cc1 (stereo not drawn)
  mcGAS inh: .	hcGAS lum: -8	NPYLR7 ag: 1
COC(=O)C(c1ccccc1F)C1C=CC(NC(=O)c2ccco2)C1 (stereo not drawn)
  mcGAS inh: -3	hcGAS lum: -3	NPYLR7 ag: 21
CN(Cc1cccc(-n2cccn2)c1)Cc1cnc[nH]1
  mcGAS inh: -8	hcGAS lum: -3	NPYLR7 ag: -1
Cc1c(C(=O)NCc2cccs2)c(C(F)(F)F)nn1C1CCCN(C)C1 (stereo not drawn)
  mcGAS inh: .	hcGAS lum: -6	NPYLR7 ag: 11
